Assay outcomes: PubChem, National Center for Advancing Translational Sciences (NCATS)
GAA glycogen = inhibitors or activators of human alpha-glucosidase glycogen cleavage | Potency, µM (titrated, usually from 76.4 µM), for inactives: top-dose activity change, negative = inhibition, hits mostly inhibitors | recombinant GAA, glycogen substrate, Amplex Red glucose oxidase fluorescence | 300,000 compounds, 0.38% hits | P10253; active = well fitted inhibition curve with a large enough effect; inconclusive = small, poorly fitted or top-dose-only effect, or another doubt; inactive = no such curve, though single readings can be large or run the other way;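 also: 0% = full enzyme reaction and -100% = no-enzyme basal signal; the screen sought inhibitors and activators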
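Recombinant enzyme (4 nM final) with compounds titrated up to 77 uM and bovine liver glycogen (30 ug) in citrate pH 5.0, 0.01% Tween-20, 37 C 40 min. Released glucose detected by Amplex Red/glucose oxidase (Ex 573/Em 610); AC50 from Hill fits.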
An asterisk follows results filed as active; u = inconclusive; & = joins results of further samples; [ ] = remark or other dose. Potency is read from the fitted curve at half-maximal effect. An excerpt (hit frequency here may not be typical).

Compound	GAA glycogen
CCN(CC)CCCNC(=O)C1CCC(CNS(=O)(=O)c2c(C)cc(C)cc2C)CC1 (configuration not stated)	3.4%
CC1CCCN(C(=O)CCS(=O)(=O)c2cc3c(cc2Cl)NC(=O)CO3)C1 (configuration not stated)	-7.2%&1.6%[76.3 µM]
COc1ccc(CNC(=O)C2CCCN(S(=O)(=O)N(C)c3ccc(F)cc3)C2)cc1OC (configuration not stated)	u
CCN1CCN(Cc2c(C(=O)N/N=C(\C)c3ccc(Cl)c(Cl)c3)nnn2-c2nonc2N)CC1	-18.6%[76.3 µM]
Nc1ccc(C(=O)N2N=C(c3ccccc3)CC2(O)C(F)(F)F)cc1 (configuration not stated)	2.7%
CN(C(=O)CSC(=O)c1ccccc1)c1ccccc1	-0.1%[76.3 µM]
C/C(CC(=O)Nc1ccc(N(C)C)cc1)=N\NC(=O)c1ccccc1O	u
O=C(NCCN1CCN(Cc2ccccc2)CC1)c1ccc(CS(=O)(=O)c2ccc(Br)cc2)o1	0.3%[76.3 µM]
COc1ccc(C)cc1S(=O)(=O)N1CCCC(C(=O)N2CCN(c3ccccc3)CC2)C1 (configuration not stated)	-14.4%[76.3 µM]
CC1CCCC(C)N1/N=C/c1ccc(O)cc1 (configuration not stated)	u
Cc1ccc2c(C)c(C(=O)N(C)Cc3nccn3C)oc2c1C	0.9%[76.3 µM]
COc1ccc(-n2nc(C(=O)NCC(=O)NCCN(C)C)c3ccccc3c2=O)c(OC)c1	-0.8%
COCCN(CC1CCCN(C2Cc3ccccc3C2)C1)C(=O)CSC (configuration not stated)	-8.7%[76.3 µM]
CCn1c(C(=O)O)c(CC(=O)Nc2ccccc2OC)c2ccccc21	-5.2%
COc1cc(/C=C2\C(=N)N3N=CSC3=NC2=O)ccc1OS(=O)(=O)c1ccccc1[N+](=O)[O-]	0.1%[76.3 µM]
COc1ccccc1NC(=O)c1c(C)cc(C)nc1SCC(=O)c1ccc(Cl)cc1	0.2%[76.3 µM]

An excerpt from above in order of heavy-atom count, lowest first:
Compound	GAA glycogen
CCn1c(C(=O)O)c(CC(=O)Nc2ccccc2OC)c2ccccc21	-5.2%
COc1ccc(C)cc1S(=O)(=O)N1CCCC(C(=O)N2CCN(c3ccccc3)CC2)C1 (configuration not stated)	-14.4%[76.3 µM]
COc1cc(/C=C2\C(=N)N3N=CSC3=NC2=O)ccc1OS(=O)(=O)c1ccccc1[N+](=O)[O-]	0.1%[76.3 µM]

Continued:
Compound	GAA glycogen
CCC1CCCCN1CCCNC(=O)CN1C(=O)CSc2ccc(S(=O)(=O)N3CCOCC3)cc21 (configuration not stated)	-2.7%[76.3 µM]
CCCNC(=O)[C@@H]1CCCN1C(=O)C1CCN(S(=O)(=O)c2ccc(C)cc2)CC1	-3.2%[76.3 µM]
CNC(=S)Nc1cc2oc3ccccc3c2cc1OC	3.0%[76.3 µM]
O=C(NC1CCCCCC1)c1ccc(CS(=O)(=O)Cc2ccc(F)cc2)o1	-1.2%[76.3 µM]
CCOC(=O)N1CCN(C(=O)c2cc3cc(OC)c(OC)cc3[nH]2)CC1	-5.3%
COc1ccc(C(=O)Nc2ccccc2C)cc1S(=O)(=O)N1CCOCC1	3.9%
O=C(Nc1ccc(S(=O)(=O)NCC2CCCO2)cc1)c1ccc(F)cc1 (configuration not stated)	2.1%
CC1CCN(C(=S)NC(=O)c2ccco2)CC1	-5.8%[76.3 µM]
Cc1cc(C(=O)N2CCCC(Nc3ccc(C(C)C)cc3)C2)nn1C (configuration not stated)	-10.5%[76.3 µM]
Cc1nc(CCNC(=O)C2CCC(=O)N(Cc3cccc(F)c3)C2)sc1C (configuration not stated)	3.5%[76.3 µM]
Cc1ccc(N2CC(C(=O)N3CCC(C(=O)Nc4cccc(Br)c4)CC3)CC2=O)cc1 (configuration not stated)	-12.0%[76.3 µM]
NC(=O)C1CCN(C(=O)CCSCc2ccc(Cl)c(Cl)c2)CC1	4.0%[76.3 µM]
CCN(CC(=O)Nc1ccc(NC(C)=O)cc1)CC(=O)Nc1ccc(Cl)c(Cl)c1	5.6%
Cc1ccc(S(=O)(=O)N2CCN(C3CC4CCC3C4)CC2)cc1 (configuration not stated)	2.9%
CCOC(=O)N1CCN(Cc2ccc3ccccc3c2)CC1	-0.4%[76.3 µM]
COc1ccc(-c2oc3ccc(-c4cc(OC)c(OC)c(OC)c4)cc3c2-c2ccc(OC)nc2)cc1	7.8%[76.3 µM]

Part of the list above, as labelled records:
Compound: Cc1nc(CCNC(=O)C2CCC(=O)N(Cc3cccc(F)c3)C2)sc1C (configuration not stated)
- GAA glycogen: 3.5%[76.3 µM]

Compound: Cc1ccc(N2CC(C(=O)N3CCC(C(=O)Nc4cccc(Br)c4)CC3)CC2=O)cc1 (configuration not stated)
- GAA glycogen: -12.0%[76.3 µM]

Compound: NC(=O)C1CCN(C(=O)CCSCc2ccc(Cl)c(Cl)c2)CC1
- GAA glycogen: 4.0%[76.3 µM]

Compound: CCN(CC(=O)Nc1ccc(NC(C)=O)cc1)CC(=O)Nc1ccc(Cl)c(Cl)c1
- GAA glycogen: 5.6%

Following part.
Compound	GAA glycogen
Cc1ccc(CNC(=O)[C@H](Cc2ccccc2)NC(=O)C2CCNCC2)cc1	-15.4%[76.3 µM]
COc1cc(OC)c(C(=O)OCC(=O)N2CCOCC2)cc1OC	-6.3%[76.3 µM]
CC(C)(C)c1ccc(C(=O)O/N=C(\N)c2ccccn2)cc1	-2.4%
COc1ccc(CNc2nc3ccccc3s2)cc1OC	14.4%[76.3 µM]
CC(=O)Nc1cc2c(cc1NC(=O)Cn1nc(-c3ccc(F)cc3)ccc1=O)OCCO2	12.6%
CCOc1ccc(CCNC(=O)C2CCCN(c3ncnc4c3nc3n4CCCCC3)C2)cc1 (configuration not stated)	-0.4%[76.3 µM]
COc1cc(/C=N/O)ccc1Oc1cnccn1	0.5%
COc1ccccc1C(=O)N/N=C(\C)c1ccc(NC(=O)Cc2ccccc2)cc1	-7.1%[76.3 µM]
CC1(C)CC(NS(=O)(=O)c2ccc(Cl)cc2)CC(C)(C)N1	-0.8%[76.3 µM]
CCOC(=O)c1sc(NC(=O)CN2CCN(c3ccccc3)CC2)nc1C	0.0%[76.3 µM]
Cc1c(CC(=O)O)c(=O)oc2cc(OCc3ccc(Br)cc3)ccc12	-2.1%
Cc1ccc(NS(=O)(=O)c2c(C)nc3sccn3c2=O)c(Cl)c1	-9.4%[76.3 µM]
Cc1ccc2c(c1)N(C(=O)N1CCC(C(=O)NCc3ccccc3F)CC1)CC(C)O2 (configuration not stated)	-5.1%[76.3 µM]
N#C/C(=C\c1ccc(OCc2ccc(Br)cc2)cc1)C(=O)Nc1cccc(C(=O)O)c1	-1.8%[76.3 µM]
S=C(Nc1ccc(Cl)c(Cl)c1)N1CCCC1	4.5%
CCCCN1C(=O)NC(c2ccc(OC)cc2)C(C(=O)OCc2ccccc2)=C1C (configuration not stated)	-2.0%[76.3 µM]

The listing continues.
| canonical_smiles | GAA glycogen |
| --- | --- |
| Cc1ccc(CCNc2nc3c(S(=O)(=O)c4ccccc4)nnn3c3ccsc23)cc1 | 17.6%[76.3 µM] |
| COC(=O)[C@H]1CN(C(=O)c2ccccc2)C(=O)N1 | -2.8%[76.3 µM] |
| O=C(N/C(=C/c1ccc(F)cc1)C(=O)N1CCCCC1)c1ccco1 | -3.3%[76.3 µM] |
| Cc1cc(C)c(S(=O)(=O)Nc2nccs2)c(C)c1 | 2.2%[76.3 µM] |
| NC(=O)c1ccc2nc(-c3ccccc3)c(-c3ccccc3)nc2c1 | -9.5% |
| CN1CCN(S(=O)(=O)c2ccc(NS(=O)(=O)c3ccccc3)cc2)CC1 | 1.8%[76.3 µM] |
| O=C(O)c1ccc2c(c1)C(=O)N(CCCCCCCN1C(=O)c3ccc(C(=O)O)cc3C1=O)C2=O | -1.3%[76.3 µM] |
| Cc1cc(NC(=O)CCc2ccc(-c3ccccc3)o2)no1 | -0.7%[76.3 µM] |
| Brc1ccc(CNCC2CCCO2)cc1 (configuration not stated) | -2.5%[76.3 µM] |
| O=C(COc1ccc2ccccc2c1)NNC(=O)C(=O)Nc1ccccc1 | -3.1%[76.3 µM] |
| COc1ccccc1S(=O)(=O)c1c(C)cc(C)[nH]c1=O | 0.5% |
| O=C(Nc1ccccc1)OCCOc1ccccc1Br | 4.4%[76.3 µM] |
| CC12CC(NC(=O)N1c1cccc(C(=O)N3CCCCC3)c1)c1ccccc1O2 (configuration not stated) | -1.4%[76.3 µM] |
| COc1ccc(C(=O)CC(=O)c2ccccc2O)cc1 | 1.9%[76.3 µM] |
| Cc1nn(CC(=O)NCCCN2CCCCC2C)c(=O)c2cccn12 (configuration not stated) | -4.3%[76.3 µM] |
| COc1ccc(N(CC(=O)NC(C)(C)C)C(=O)CCC(=O)Nc2nccs2)c(OC)c1 | -9.7%[76.3 µM] |
| COc1ccc(N(C(=O)c2ccncc2)S(=O)(=O)c2ccc(Cl)cc2)cc1 | -12.8%[76.3 µM] |
| NC(=O)C1CCN(c2oc(/C=C/c3ccccc3)nc2S(=O)(=O)c2ccccc2)CC1 | -0.7%[76.3 µM] |
| CCCn1c(=O)c2ccccc2n2c(=S)[nH]nc12 | -5.6% |
| CC(CNC(=O)c1ccc(NC2=NC3CS(=O)(=O)CC3S2)cc1)c1ccccc1 (configuration not stated) | 14.7%[76.3 µM] |
| CCOC(=O)c1ccc(NC(=O)CCCn2c(=O)c3cccn3c3ccccc32)cc1 | 16.6%[76.3 µM] |
| COc1ccc(S(N)(=O)=O)cc1C(=O)NC1CCCc2ccccc21 (configuration not stated) | -1.2% |
| O=C(CCN1C(=O)/C(=C/c2ccccc2Cl)SC1=S)NNC(=O)c1ccccc1O | -13.4%[76.3 µM] |
| COc1ccc(OC)c(N(CC(=O)NCC2CCCO2)S(=O)(=O)c2ccccc2)c1 (configuration not stated) | 3.4% |
| O=C(Nc1ccccc1C(=O)O)c1cc(S(=O)(=O)Nc2ccccc2)ccc1Cl | -7.5%[76.3 µM] |
| COc1ccc(/C=N\NC(=O)c2ccc(F)cc2)cc1COc1ccccc1C(N)=O | 2.7%[76.3 µM] |
| COc1ccccc1CNC(=O)[C@H](C)NC(=O)C1CCN(C(=O)[C@@H](N)Cc2ccccc2)CC1 | -2.8%[76.3 µM] |
| COc1cccc(CCNC(=O)c2cc(COc3c(F)cccc3F)on2)c1 | -5.5%[76.3 µM] |
| O=C(Nc1ccnn1C1CCN(C(=O)CCc2ccc(F)cc2)CC1)C1CCOC1 (configuration not stated) | -0.7%[76.3 µM] |
| O=C(COc1ccccc1[N+](=O)[O-])N1CCCc2ccccc21 | 2.6% |
| Cc1noc(C)c1S(=O)(=O)Nc1ccc(C#N)cc1 | -2.8%[76.3 µM] |
| O=C(O)C1CCC(CNS(=O)(=O)c2ccc(Br)cc2)CC1 (configuration not stated) | -17.5% |
| CCn1c(SCC(=O)NNC(=O)c2ccc(C)cc2)nnc1C(C)C | 1.5% |
| CC(C)OP(=O)(c1ccc(N(C)C)cc1)C(O)c1ccc(C(C)C)cc1 (configuration not stated) | -1.8% |
| O=C(COc1ccc(/C=N/NC(=O)c2ccncc2)cc1)Nc1ccc([N+](=O)[O-])cc1 | 10.8% |
| O=C(CSc1nc(-c2ccccc2)cc(=O)[nH]1)Nc1ccc(Br)cc1 | 1.1% |
| O=C(NC1CCCCCC1)c1ccc2c(c1)sc1nc(-c3ccc(F)cc3)cn12 | 6.1%[76.3 µM] |
| CC(NS(=O)(=O)c1ccc(OCC(=O)NCc2ccncc2)cc1)c1ccccc1 (configuration not stated) | -13.8% |
| COC(=O)c1cccc(C(=O)N2CCCC(C(=O)c3cccc(OC(C)C)c3)C2)c1 (configuration not stated) | -5.4%[76.3 µM] |
| COc1ccc(NC(=O)NNC(=O)COc2ccc3ccccc3c2)cc1OC | -8.4%[76.3 µM] |
| COc1ccc(-n2c(SCC(=O)NCc3ccco3)nc3sc4c(c3c2=O)CCN(C)C4)cc1 | -0.1%[76.3 µM] |
| O=C(CC12CC3CC(CC(Br)(C3)C1)C2)NC1CCCC1 | 5.6% |
| CCCN(S(=O)(=O)c1ccccc1F)S(=O)(=O)c1ccccc1Br | 9.4% |
| COc1ccc(S(=O)(=O)N2CCCC(C(=O)NCCc3ccccc3)C2)cc1 (configuration not stated) | -1.9%[76.3 µM] |
| Cc1ccc(C(=O)NCc2ccccc2F)cc1S(=O)(=O)N1CCCC1 | -5.0% |
| O=C(NCCNC(=O)c1ccc(Cl)cc1Cl)c1ccco1 | -0.3% |
| CCCCCc1ccc(C2=NNC(=O)CC2)cc1 | 1.1%[76.3 µM] |
| Cc1ccc(N2CCN(C(=O)C3CCC(=O)N(Cc4ccc(Cl)cc4)C3)CC2)c(C)c1 (configuration not stated) | 0.0%[76.3 µM] |
| OC(CN1CCN(c2cccc(Cl)c2)CC1)c1ccccc1 (configuration not stated) | -11.6% |
| COc1ccc(CN(CC(=O)NC2CCCC2)C(=O)CN2C(=O)COc3ccccc32)cc1 | 1.4% |

Following part.
| canonical_smiles | GAA glycogen |
| --- | --- |
| C=CCN=C1N[C@@H](c2cccc(C(F)(F)F)c2)C(C(=O)OC)=C(C)N1CC | 14.7%&-0.2%[76.3 µM] |
| [2H]C([2H])(CCOS(N)(=O)=O)c1ccccc1 | 14.7%[76.3 µM] |
| CCC(C(=O)OC)n1cnc2c(nnn2-c2ccc(C)cc2)c1=O (configuration not stated) | 0.2%[76.3 µM] |
| CCOC(=O)c1c(NC(=O)c2ccc(S(=O)(=O)N3CCOCC3)cc2)sc2c1CC(C)(C)NC2(C)C | -6.9%[76.3 µM] |
| Cc1ccc(CS(=O)(=O)CCC(=O)NCc2ccc(F)cc2)cc1 | -2.4%[76.3 µM] |
| O=C(O)c1oc2ccccc2c1CSc1ccc(Cl)cc1 | 7.2% |
| COc1ccc(CCNc2ncnc3c2nnn3Cc2ccccc2)cc1 | 9.8%[76.3 µM] |
| COc1cc(Cl)c(C)cc1NC(=O)c1ccc2c(c1)OCO2 | 4.6%[76.3 µM] |
